ABHD5 PLIN5 PPI: ABHD5-PLIN5 interaction inhibitors, primary screen, cell lysate, split luciferase complementation, luminescence | Perilipin-5 (Homo sapiens) + 1-acylglycerol-3-phosphate O-acyltransferase ABHD5 (Homo … | Split G. princeps luciferase complementation, 4 h | inhibition, % at 4 µM | hit rate 0.78% among 360,000 | AID 602281, 2012;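 active = inhibition above the mean inhibition across every tested compound plus 3 SD, cut at about 22% in these data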;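 also: 0% = DMSO only wells and the 100% control is not disclosed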
MC4R barr agon: MC4R agonists recruiting beta-arrestin, primary screen, cell-based, luminescence, agonist arm of biased-ligand search; activation, % at 8.9 µM; AID 540308, 2011; Melanocortin receptor 4 (Homo sapiens), P32245; U2OS MC4R beta-arrestin complementation; percent of melanotan II response, DMSO zero; hit rate 0.98% among 360,000;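 active = activation above a per-plate cutoff, the mean activation of sample wells on that plate plus 3 SD, cut at about 8% in these data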
Target sequence (P32245 whole entry, looked up): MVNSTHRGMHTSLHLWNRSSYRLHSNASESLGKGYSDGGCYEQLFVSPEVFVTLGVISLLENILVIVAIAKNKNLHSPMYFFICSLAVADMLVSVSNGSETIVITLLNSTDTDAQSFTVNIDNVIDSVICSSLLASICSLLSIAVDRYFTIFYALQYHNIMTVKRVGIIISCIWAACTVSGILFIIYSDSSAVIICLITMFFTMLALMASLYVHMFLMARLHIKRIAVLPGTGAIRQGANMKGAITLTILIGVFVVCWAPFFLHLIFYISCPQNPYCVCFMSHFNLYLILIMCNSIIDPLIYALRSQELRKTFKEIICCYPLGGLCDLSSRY
aDG glyco act: activators of alpha-DG glycosylation, primary screen, uHTS, Pro5-aDG cells, AlphaScreen; activation, % at 10 µM; alpha-DG glycosylation AlphaScreen (IIH6); 0% Pro5, 100% B10-LARGE cell signal; hit rate 0.22% among 360,000;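 active = activation of at least 8% versus controls, or a plate z-score of at least 8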;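 also: Pro5 are CHO cells carrying HIG-tagged alpha-DG that lacks glycosylation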
Cardio protect: cardioprotection against H2O2-induced cell death, primary screen, uHTS, H9c2 cells, ATPLite luminescence; H9c2 cardiomyocytes, H2O2 injury protection, 2 h; protection from H2O2 cell death, % at 20 µM; hit rate 0.63% among 360,000;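 active = compounds giving at least 50% protection of heart cells from peroxide-induced death in the single-dose screen, raw or plate-pattern-corrected value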;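 also: 0% = DMSO wells with peroxide and 100% = DMSO wells without peroxide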
Glyco luc inh: increase of ERlucT glycosylation luciferase signal, primary screen, N-linked glycosylation inhibitor project, D54 ERlucT cells, luminescence, set 2; D54 ERlucT glycosylation luciferase reporter, 24 h; percent of 100 nM tunicamycin response; reporter increase, % at 12.5 µM; hit rate 0.23% among 360,000;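 active = mean luciferase reporter signal, scaled so untreated is 0 and the glycosylation-blocking control 100, at or above a set limit in every replicate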;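 also: luciferase carries N-glycosylation sites so blocking glycosylation raises the light; 0% = median of neutral control wells and 100% = median of 100 nM tunicamycin wells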
hiPSC survival: enhancers of single-cell hiPSC survival, primary screen, ATPlite luminescence | 100% = ROCK inhibitor wells, 0% = DMSO | survival enhancement, % at 20 µM | hit rate 0.044% among 360,000 | AID 602274, 2012; in the data active = survival enhancement above about 18%;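 also: cells exposed to compounds for 16 hours before the ATP read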
m5-HT2A agonist: mouse Htr2a agonists via beta-arrestin recruitment, primary screen, cell-based, luminescence; AID 624169, 2012; CHO-K1 mHTR2A beta-arrestin complementation; percent of 30 µM serotonin response; activation, % at 7.6 µM; hit rate 0.66% among 360,000; 5-hydroxytryptamine receptor 2A (Mus musculus), P35363;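 active = activation above a run cutoff, the mean activation of all tested compounds plus 3 SD, cut at about 14% in these data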;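 also: 0% = plate median of compound wells and 100% = 30 µM serotonin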
Target sequence (P35363 whole entry, looked up): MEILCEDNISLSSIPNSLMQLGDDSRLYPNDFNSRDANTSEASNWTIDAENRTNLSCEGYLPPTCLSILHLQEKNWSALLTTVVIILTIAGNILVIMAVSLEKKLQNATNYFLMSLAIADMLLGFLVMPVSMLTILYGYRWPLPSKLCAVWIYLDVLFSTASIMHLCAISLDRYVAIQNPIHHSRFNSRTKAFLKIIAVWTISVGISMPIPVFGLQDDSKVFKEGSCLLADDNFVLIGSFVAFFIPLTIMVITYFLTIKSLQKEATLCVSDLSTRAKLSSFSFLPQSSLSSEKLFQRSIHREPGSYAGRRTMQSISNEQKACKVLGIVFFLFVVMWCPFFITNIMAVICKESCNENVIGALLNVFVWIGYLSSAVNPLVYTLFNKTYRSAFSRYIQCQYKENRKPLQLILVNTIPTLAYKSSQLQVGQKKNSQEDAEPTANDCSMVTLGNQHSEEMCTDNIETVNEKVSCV
MC4R antagonist: MC4R antagonists of cAMP signaling, primary screen, cell-based, TR-FRET, antagonist arm of biased-ligand search. Melanocortin receptor 4 (Homo sapiens), P32245. MC4R-expressing cells, MTII-stimulated cAMP, LANCE TR-FRET. inhibition, % at 6.5 µM. hit rate 0.48% among 360,000;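 active = inhibition above its plate's cutoff, the mean of tested wells on that plate plus 3 SD, cut at about 29% in these data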;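 also: 0% = Melanotan II alone and 100% = Melanotan II plus saturating MCL0020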
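Material: human MC4R-expressing U2OS cells. Probe or stimulus: Melanotan II challenge. Dosing: 6.5 µM single dose. Times: 30-min compound, 1-h challenge, 1-h detection, room temperature. Technique: TR-FRET with Eu-cAMP and labeled anti-cAMP, 671 nm. Replication: singlicate.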
ABCB6 inh MLPCN: ABCB6 transporter inhibitors, primary screen, K562-ABCB6 cells, flow cytometry, MLPCN library; ATP-binding cassette sub-family B member 6 (Homo sapiens), Q9NP58; K562-ABCB6 porphyrin accumulation, 1 h; active compounds read low; fluorescence ratio to DMSO, % at 10 µM; hit rate 0.19% among 360,000;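 active = fluorescence ratio to DMSO below 75%, the collection mean minus 3 SD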;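 also: signal is porphyrin accumulated inside mitochondria; 100% equals median channel fluorescence of DMSO control wells; lower ratio means ABCB6 inhibition with less porphyrin fluorescence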
Exocytosis inh: LAMP-1 surface exposure blockers, TALL-104 cells – cell-based, flow cytometry, MLPCN library, primary screen; AID 651702, 2012; hit rate 0.66% among 360,000; inhibition, % at 10 µM; TALL-104 LAMP-1 surface exposure; cells stimulated with thapsigargin and PMA;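 active = inhibition above about 55%, limit read from the data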
Active calls of the source: *; . = no result given.

SMILES	ABHD5 PLIN5 PPI	MC4R barr agon	aDG glyco act	Cardio protect	Glyco luc inh	hiPSC survival	m5-HT2A agonist	MC4R antagonist	ABCB6 inh MLPCN	Exocytosis inh
COc1ccc2nc(NC(=O)c3ccc(F)cc3)sc2c1	-2	13*	0.2	-4	-5	-0.5	4	0	97	-5
N#Cc1cc2c(nc1SC1CC(=O)N(c3ccccc3)C1=O)CCC2 (stereo not drawn)	-5	-0.8	0.1	1	-10	0.8	-2	4	102	-3
O=C(N/N=C/c1ccc2c(c1)OCO2)c1ccc(NC(=O)c2ccc(F)cc2)cc1	-3	-2.1	0.0	6	-4	0.7	-6	0	84	-14
CCOC(=O)N1CCC(NC(=O)C2CCCN(S(=O)(=O)c3cccnc3)C2)CC1 (stereo not drawn)	-1	1.8	0.7	3	2	1.9	9	-5	95	-1
OCc1ccc(-c2ccccc2)c(-c2ccccc2)c1	-6	2.8	0.1	-8	2	-0.2	1	10	87	-16
CCOC(=O)c1cnc2ccc(C)cc2c1N(C)Cc1ccccc1	4	4.5	-0.1	-5	-3	-0.3	-1	7	98	25
O=C(CCNC(=O)N1CCn2c1nc1ccccc12)NCc1ccccc1	-4	-0.3	0.4	4	3	-0.4	0	3	99	-1
CC(NCC1COc2ccccc2O1)C1COc2ccccc2O1 (stereo not drawn)	-13	2.0	0.3	2	1	0.3	-8	4	103	-2
CC1(C(=O)NCc2ccccc2)Cc2c(-c3ccc4c(c3)OCO4)ccnc2O1 (stereo not drawn)	2	-1.5	-0.3	-5	23	-0.2	1	-8	107	10
CCN(CC)c1ccc2c(c1)oc(=O)c1c(Cl)cc(=O)oc12	14	-1.6	-0.3	-5	21	-3.9	-5	30*	506	41
COc1cc(Cl)c(C)cc1NC(=S)NN	-8	-0.1	5.2	-3	1	-0.5	1	3	93	0
O=C(NNc1cc(Cl)ccc1Cl)C1CCC1	-4	-1.3	0.0	4	-1	-0.6	-4	8	102	6
CC1=Nc2ccccc2N=C(N)C1c1ccccc1 (stereo not drawn)	-7	1.0	0.1	43	-3	1.1	2	0	104	-4
N/C(Cc1ccc([N+](=O)[O-])cc1)=N\OC(=O)C1CCCCC1	-1	-0.2	-0.3	-2	3	1.8	-4	5	96	-3
CCOC(=O)c1c(C)[nH]c(C(=O)CN2CCN(CC)CC2)c1C	3	0.3	0.2	-3	-3	0.8	2	3	102	12
COc1ccc(NC(=O)CCNS(=O)(=O)c2cccc3nsnc23)cc1OC	-1	-1.4	-0.3	11	1	1.1	-3	0	104	-1
COc1cc(C)c(Br)cc1S(=O)(=O)NCc1cccs1	-3	-2.1	-0.1	-8	.	-0.4	2	5	97	2
CCOCCCNC(=O)C1CCC(CNS(=O)(=O)c2ccc(F)cc2)CC1 (stereo not drawn)	-5	-2.5	-0.2	-3	-3	1.4	-3	2	98	-4
C/C(=N\Oc1cccc(F)n1)c1ccc(Cl)cc1Cl	-7	-0.2	-0.2	0	-3	-0.1	-4	1	104	-2
COc1ccc(CCNC(=O)CCN2C(=O)c3cccc4cccc(c34)C2=O)cc1OC	-4	3.4	-0.2	10	1	-1.0	2	16	106	36
Cc1cc(C)n(C(=O)CSc2nnc(SCC(=O)n3nc(C)cc3C)s2)n1	0	-0.7	-0.2	9	1	-0.7	2	1	100	-3
COc1ccccc1OCCCn1c(C)c(C#N)c2ccccc21	4	-1.0	0.0	-18	-1	1.2	-9	8	95	2
O=C(CCCn1c(=O)c2ccccc2n(Cc2ccccc2)c1=O)NCc1ccco1	-10	-0.9	0.1	-3	0	-1.1	-4	-1	103	1
Cc1cccc2cc(-c3nc4c(C)cccn4c3NCc3ccco3)c(=O)[nH]c12	2	-2.2	0.0	24	1	-1.7	4	16	109	-1
CC(=O)Nc1ccc(NC(=O)C(C)OC(=O)CN2C(=O)C3CCCCC3C2=O)cc1 (stereo not drawn)	2	0.2	0.0	2	2	-0.4	1	3	98	5

Continued:
SMILES	ABHD5 PLIN5 PPI	MC4R barr agon	aDG glyco act	Cardio protect	Glyco luc inh	hiPSC survival	m5-HT2A agonist	MC4R antagonist	ABCB6 inh MLPCN	Exocytosis inh
O=C(NCc1ccc(Cl)cc1)C1CCN(S(=O)(=O)c2cccnc2)CC1	-2	-1.7	-0.2	-2	1	-0.3	-8	5	95	0
O=C(CCNC(=O)c1ccc(Br)cc1)OCc1ccccc1Cl	-8	-1.3	0.2	-6	0	0.7	-1	15	100	-24
O=C(c1cc(Br)c(Br)s1)N1CCN(C/C=C/c2ccccc2)CC1	-3	1.9	-0.1	-16	1	4.7	-6	-3	141	-1
Cc1c(C(=O)N/N=C/c2ccc(O)c(Br)c2)sc(N)c1C#N	-2	0.7	-0.1	70*	8	-1.3	-2	-3	96	0
O=C(NCCCCc1ccccc1)C1CC(c2ccccc2[N+](=O)[O-])=NO1 (stereo not drawn)	-1	0.1	0.1	-8	-1	2.9	4	1	98	-14
CC(=O)Nc1ccc(S(=O)(=O)NCC2CCC(C(=O)NCc3ccccc3)CC2)cc1 (stereo not drawn)	-9	-3.1	0.1	8	-2	0.8	-4	-3	97	-1
COC(=O)c1cc(CSc2nc3ccccc3c(=O)n2C)oc1C	-2	2.2	1.5	-11	-3	-0.7	3	8	95	2
CCCc1cnc(Nc2nc(C(N)Cc3ccc(C(F)(F)F)cc3)cs2)nc1 (stereo not drawn)	-9	15*	0.7	-12	-6	-5.0	-2	27	95	30
CCOc1ccc(-c2nnc(NC(=O)Cc3cc(OC)c(OC)c(OC)c3)o2)cc1	-2	-2.3	-0.1	9	0	0.0	5	4	99	-1
Cc1ccc2oc(=O)n(CC(=O)O)c2c1	-5	-1.9	0.0	1	2	2.7	1	12	99	7
CCN(CC)c1ccc(/C=N/NC(=O)c2ccc([N+](=O)[O-])cc2)cc1	4	-1.1	-0.1	-6	3	0.3	1	13	99	-3
COc1ccc2c(-c3ccccc3)cc(SC(C)C(N)=O)nc2c1 (stereo not drawn)	0	0.0	-0.4	1	-3	-0.1	-2	-8	105	10
N#CC1=C(N)N(c2ccccc2)C(c2ccccc2)C1(C#N)C#N (stereo not drawn)	4	-1.3	0.1	-4	3	12	8	-12	110	1
COc1cccc(N2CCN(c3ccc4nnc(CCC(=O)N5CCC(C)CC5)n4n3)CC2)c1	2	-2.8	-0.2	20	-1	-0.4	1	8	95	9
COc1ccc(OC)c(/C=N/NC(=O)C(=O)NCc2cccnc2)c1	15	2.0	-0.1	-2	1	-0.4	8	-4	91	2
CCC(C)(C)NC(=O)C(Sc1ccccc1)c1ccccc1 (stereo not drawn)	-2	-2.3	1.1	10	1	1.2	-2	10	102	-2
Cc1ccc(C(=O)CCNc2ccc(F)c(Cl)c2)o1	1	0.3	0.5	15	.	-4.2	-3	1	95	4
COc1ccc(NC(=O)c2cc(S(=O)(=O)N3CCOCC3)ccc2C)cc1S(=O)(=O)N1CCOCC1	0	-2.6	0.0	8	1	-1.6	0	7	99	1
C/C(=N/NC(=O)c1ccc(NC(=O)c2ccc(F)cc2)cc1)c1ccccc1	-3	2.2	0.0	0	-1	3.0	-2	20	102	-3
CC(C)n1cnnc1SCC(=O)Nc1ccc(Br)cc1F	4	1.9	0.0	0	0	-0.1	0	2	99	1
Cn1c(SCc2ccc(C#N)cc2)nnc1-c1ccncc1	-5	-1.3	0.0	0	7	0.2	-4	17	99	-7
CCOC(=O)C1(CCOc2ccccc2)CCN(Cc2ccc(NC(C)=O)cc2)CC1	3	0.6	0.0	-3	-2	-1.6	8	-1	115	1
COc1ccc(CCNc2cc(C)nc3c(-c4ccccc4)c(C)nn23)cc1OC	-5	1.9	0.7	-1	-2	-1.7	0	15	84	-2
CCOC(=O)c1sc(C)c2c1NC1(CCCCC1)NC2=O	-3	-0.8	0.2	-1	6	-0.5	-4	-4	101	5
Cc1noc(C)c1NC(=O)Nc1ccc2c(c1)C(=O)N([C@H](C)CO)C[C@H](C)[C@@H](CN(C)S(=O)(=O)c1ccccc1)O2	1	-0.5	0.0	-1	0	-3.0	-3	11	100	-3
Cc1ccc(C)c(N2CCN(C(=O)CCc3nc(-c4ccc(Br)cc4)no3)CC2)c1	4	1.1	-0.2	1	0	2.1	-1	1	97	-2
O=[N+]([O-])c1ccc2c(c1)C(O)n1nc(-c3ccccc3)nc1S2 (stereo not drawn)	0	-2.4	0.0	2	0	-0.1	0	10	99	-5

Some of the entries so far, bar-delimited:
Compound | ABHD5 PLIN5 PPI | MC4R barr agon | aDG glyco act | Cardio protect | Glyco luc inh | hiPSC survival | m5-HT2A agonist | MC4R antagonist | ABCB6 inh MLPCN | Exocytosis inh
O=C(NCc1ccc(Cl)cc1)C1CCN(S(=O)(=O)c2cccnc2)CC1 | -2 | -1.7 | -0.2 | -2 | 1 | -0.3 | -8 | 5 | 95 | 0
O=C(CCNC(=O)c1ccc(Br)cc1)OCc1ccccc1Cl | -8 | -1.3 | 0.2 | -6 | 0 | 0.7 | -1 | 15 | 100 | -24
O=C(c1cc(Br)c(Br)s1)N1CCN(C/C=C/c2ccccc2)CC1 | -3 | 1.9 | -0.1 | -16 | 1 | 4.7 | -6 | -3 | 141 | -1
Cc1c(C(=O)N/N=C/c2ccc(O)c(Br)c2)sc(N)c1C#N | -2 | 0.7 | -0.1 | 70* | 8 | -1.3 | -2 | -3 | 96 | 0
O=C(NCCCCc1ccccc1)C1CC(c2ccccc2[N+](=O)[O-])=NO1 (stereo not drawn) | -1 | 0.1 | 0.1 | -8 | -1 | 2.9 | 4 | 1 | 98 | -14
CC(=O)Nc1ccc(S(=O)(=O)NCC2CCC(C(=O)NCc3ccccc3)CC2)cc1 (stereo not drawn) | -9 | -3.1 | 0.1 | 8 | -2 | 0.8 | -4 | -3 | 97 | -1
COC(=O)c1cc(CSc2nc3ccccc3c(=O)n2C)oc1C | -2 | 2.2 | 1.5 | -11 | -3 | -0.7 | 3 | 8 | 95 | 2
CCCc1cnc(Nc2nc(C(N)Cc3ccc(C(F)(F)F)cc3)cs2)nc1 (stereo not drawn) | -9 | 15* | 0.7 | -12 | -6 | -5.0 | -2 | 27 | 95 | 30
CCOc1ccc(-c2nnc(NC(=O)Cc3cc(OC)c(OC)c(OC)c3)o2)cc1 | -2 | -2.3 | -0.1 | 9 | 0 | 0.0 | 5 | 4 | 99 | -1
Cc1ccc2oc(=O)n(CC(=O)O)c2c1 | -5 | -1.9 | 0.0 | 1 | 2 | 2.7 | 1 | 12 | 99 | 7
CCN(CC)c1ccc(/C=N/NC(=O)c2ccc([N+](=O)[O-])cc2)cc1 | 4 | -1.1 | -0.1 | -6 | 3 | 0.3 | 1 | 13 | 99 | -3

Source: PubChem BioAssay
